Tb PYK inh: qHTS of Trypanosoma Brucei Inhibitors. pyruvate kinase (Trypanosoma brucei), Q57TT1. TbPYK enzyme, Kinase-Glo Plus ATP luminescence, 45 min. AID 624173, 2012. 410,000 tested, 0.12% active. Potency, µM (highest dose often 76.8 µM), for the others: top-dose activity, negative = inhibition, most hits filed as inhibitors; active = well fitted inhibition curve with a large enough effect; note: nearly all actives have a fitted effect of over 50% in size
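ADP (130 uM final) triggers the TbPYK reaction after compound addition; incubation is 45 min at room temperature. Kinase-Glo Plus is then added and luminescence imaged. Normalized data are fitted to concentration-effect curves.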
An asterisk follows results filed as active; [ ] = another dose, or the depositor's remark. % is set by controls: 0 for no effect and ±100 for the full control effect; potency is the fitted concentration of half-maximal effect. This is a subset. The share of hits here may be higher or lower than overall.

The first 15 records, ahead of the listing:
SMILES	Tb PYK inh
COc1ccccc1C(=O)Nc1cccc(C(=O)OCc2cc(=O)n3c4c(sc3n2)CCCC4)c1	-3%
CCOC1=C2[C@@H](CN(S(=O)(=O)c3ccc(C)cc3)[C@H]2c2ccccc2Cl)[C@H]2C(=O)N(C(C)(C)C)C(=O)[C@H]2C1	2%
O=C(NCc1ccc(Cl)cc1)C1CCCN(C(=O)c2cnn(-c3ccc(F)cc3)c2-n2cccc2)C1 (stereo unspecified)	0%
Cc1cccc(C(=O)NC(=O)Nc2ccc(-c3cc(C(F)(F)F)nn3-c3ccccc3)cc2)c1	-1%
COc1cc(NC(=O)CN2C(=O)CCc3cc(Br)ccc32)cc(OC)c1OC	0%
CCN(CC)CCCNC(=O)Cn1nc(C)n2c(cc3sccc32)c1=O	3%
Cc1cccc(CNC(=O)c2cnc3sc(N4CCCCC4)nn3c2=O)c1	-2%
Clc1cccc(Cc2c(-c3cccc(Cl)c3)nc3ccc(Br)cn23)c1	0%
CC(=O)N1CCCC1c1nc2ccccc2n1Cc1cccc(C)c1 (stereo unspecified)	1%
O=C(Nc1ccc2c(c1)CCO2)Nc1nnc([C@H]2C[C@H](O)[C@@H](CO)O2)s1	5%
COc1ccc(-c2nc(SCC(=O)Nc3ccc4c(c3)OCO4)c(-c3ccccc3)[nH]2)cc1	-2%
COCCOC(=O)N1CCCCC1c1cc(C(=O)NCc2ccc(Cl)c(Cl)c2)no1 (stereo unspecified)	-3%
CCC(=O)N1N=C(c2ccc(OC)cc2)CC1c1cn(-c2ccccc2)nc1-c1cccs1 (stereo unspecified)	4%
COCCCn1c(=N)c(C(=O)NCc2ccco2)cc2c(=O)n3ccccc3nc21	-13%
C[C@H]1CN([C@@H](C)CO)S(=O)(=O)c2ccc(Br)cc2O[C@H]1CN(C)C(=O)CN(C)C	5%

All compounds of this part, from the start:
SMILES	Tb PYK inh
COc1ccccc1C(=O)Nc1cccc(C(=O)OCc2cc(=O)n3c4c(sc3n2)CCCC4)c1	-3%
CCOC1=C2[C@@H](CN(S(=O)(=O)c3ccc(C)cc3)[C@H]2c2ccccc2Cl)[C@H]2C(=O)N(C(C)(C)C)C(=O)[C@H]2C1	2%
O=C(NCc1ccc(Cl)cc1)C1CCCN(C(=O)c2cnn(-c3ccc(F)cc3)c2-n2cccc2)C1 (stereo unspecified)	0%
Cc1cccc(C(=O)NC(=O)Nc2ccc(-c3cc(C(F)(F)F)nn3-c3ccccc3)cc2)c1	-1%
COc1cc(NC(=O)CN2C(=O)CCc3cc(Br)ccc32)cc(OC)c1OC	0%
CCN(CC)CCCNC(=O)Cn1nc(C)n2c(cc3sccc32)c1=O	3%
Cc1cccc(CNC(=O)c2cnc3sc(N4CCCCC4)nn3c2=O)c1	-2%
Clc1cccc(Cc2c(-c3cccc(Cl)c3)nc3ccc(Br)cn23)c1	0%
CC(=O)N1CCCC1c1nc2ccccc2n1Cc1cccc(C)c1 (stereo unspecified)	1%
O=C(Nc1ccc2c(c1)CCO2)Nc1nnc([C@H]2C[C@H](O)[C@@H](CO)O2)s1	5%
COc1ccc(-c2nc(SCC(=O)Nc3ccc4c(c3)OCO4)c(-c3ccccc3)[nH]2)cc1	-2%
COCCOC(=O)N1CCCCC1c1cc(C(=O)NCc2ccc(Cl)c(Cl)c2)no1 (stereo unspecified)	-3%
CCC(=O)N1N=C(c2ccc(OC)cc2)CC1c1cn(-c2ccccc2)nc1-c1cccs1 (stereo unspecified)	4%
COCCCn1c(=N)c(C(=O)NCc2ccco2)cc2c(=O)n3ccccc3nc21	-13%
C[C@H]1CN([C@@H](C)CO)S(=O)(=O)c2ccc(Br)cc2O[C@H]1CN(C)C(=O)CN(C)C	5%
CCOC(=O)c1c(C)[nH]c(C)c1S(=O)(=O)N1CCCC(C(=O)Nc2ccc(OC)c(OC)c2)C1 (stereo unspecified)	-9%
c1cncc(C2SCCCS2)c1	3%
COc1ccc(NC(=O)Cn2c(=O)n(-c3cc(C)cc(C)c3)c(=O)c3oc4ccccc4c32)cc1OC	-3%
O=C(NCc1ccc2c(c1)CCN2C(=O)c1ccncc1)c1ccccc1Br	-7%
CC(C)(C)n1nnnc1C(c1ccccc1)N1CCN(c2ncc(C(F)(F)F)cc2Cl)CC1 (stereo unspecified)	3%
Cc1ccc(Cn2cc(CN3CC(N4CCSCC4)CS3(=O)=O)nn2)cc1 (stereo unspecified)	3%
CCOC(=O)[C@]12CCC=C1N(Cc1ccco1)C(=O)[C@H](CC(=O)N1CCC(c3ccccc3)CC1)C2	-4%
CN(C)C(=O)c1cccc(-c2cnc3c(NC=O)cc(-c4ccccc4Cl)cn23)c1	-16%
COc1ccc(C2C=C(c3ccc(F)cc3)Nc3nc(-c4ccc(Cl)cc4)nn32)cc1 (stereo unspecified)	-3%
COCCN1CCc2nc(SCC(=O)Nc3ccc(Br)cc3)[nH]c(=O)c2C1	3%
COc1cccc(CNC(=O)c2ccc(-n3c(C)cc4c3CCCC4)cc2)c1	3%
CCOC(=O)C1(C)CCN1C(=O)c1ccccc1C(F)(F)F (stereo unspecified)	-4%
CCN(CC)c1ccc(C2Nc3ccccc3-c3cc(C)nn32)cc1 (stereo unspecified)	-8%
COc1cccc(-c2cc(C(F)(F)F)nc(NCc3ccc(F)cc3)n2)c1	0%
CCN(Cc1ccccc1)S(=O)(=O)c1ccc(N2CCCCS2(=O)=O)cc1	2%
CC(C)COc1ccc(C2=NC(c3ccncc3)=Nc3ccc(F)cc3N2)cc1	-10%
O=C(COC(=O)/C=C/c1ccc(Cl)cc1)NCc1cccs1	7%
CCCn1c2ccccc2c2cnn(CC(=O)N(CCCOC(C)C)Cc3ccco3)c(=O)c21	-6%
CC(=O)N1CCOc2cc(S(=O)(=O)NCc3ccc(C)cc3)c(Cl)cc21	-2%
O=C(Nc1cccc2cccnc12)c1ccc2sc([C@H]3C[C@H](O)[C@@H](CO)O3)nc2c1	-1%
O=C(NC(Cc1c[nH]c2ccccc12)C(=O)O)OCC1c2ccccc2-c2ccccc21 (stereo unspecified)	0%
O=C(CCCN1C(=O)c2cccnc2Oc2ccc(Cl)cc21)NCc1ccccc1F	0%[15.4 µM]
COc1cccc(/C=C/c2nc(C#N)c(NCCc3ccccc3)o2)c1	2%
CCOC(=O)c1c(C)[nH]c(C)c1S(=O)(=O)NCC(=O)NCc1ccc(C)cc1	2%
Cc1sc(NC(=O)COc2ccc(C(C)(C)C)cc2)c(C(=O)OC(C)C)c1C	-2%
CCn1c(CNC(=O)c2ccc(OC)cc2)nnc1SCC(=O)Nc1ccccc1	4%
COC[C@H]1CCCN1c1ccc2c(c1)O[C@@H](COCc1ccccc1)CN([C@@H](C)c1ccccc1)S2(=O)=O	2%
Cc1cc(N2CCN(C)CC2)nc2ccc(NC(=O)Nc3cccc(Cl)c3)cc12	-1%
COc1cccc(-n2cc(C(=O)Nc3ccccc3C(N)=O)c3ccccc3c2=O)c1	0%
Cc1ccc(C)c(Cn2c(=O)cc(C(F)(F)F)c3c(C)nn(C)c32)c1	6%
COc1ncnc2c1ncn2CCCN[C@H](C)c1cccc2ccccc12	3%
O=C1c2ccccc2-c2cc(Br)ccc2NC1O (stereo unspecified)	-3%
Cc1ccccc1Nc1c(-c2ccc(N3CCOCC3)cc2)nc2ccc(Br)cn12	2%
CCc1nn(CC(=O)NCc2cccc(OC)c2)c(=O)c2cc3cc(F)ccc3n12	1%
CC(C)c1ccc(NC(=O)Cn2c3ncccc3c(=O)n2-c2ccccc2)cc1	-3%
COc1cccc(CNC(=O)c2cc3cc(C)ccc3n2C)c1	-2%
CC1(C(=O)NS(=O)(=O)c2ccccc2)CCN1C(=O)CC(c1ccccc1)c1ccccc1 (stereo unspecified)	5%
COc1cccc(CNS(=O)(=O)c2ccc3c(c2)CCN3C(=O)C2CCC2)c1	-3%
CN(Cc1ccccn1)C(=O)c1cc(COc2ccc(F)cc2Cl)on1	3%
CCc1ccccc1Nc1nn2c(=O)c3ccc(C(=O)Nc4ccc(OC)cc4)cc3nc2s1	-4%
C[C@@H]1CN([C@@H](C)CO)S(=O)(=O)c2ccc(Br)cc2O[C@@H]1CN(C)C(=O)c1ccc(F)cc1	-5%
COc1cccc(OC(=O)CSc2nnc(-c3ccccc3OC)o2)c1	2%
Cc1ccc(CN2C(=O)c3ccccc3CC2(C)C(=O)NC2CCCCC2)cc1 (stereo unspecified)	-1%
Cc1ccc(-c2nc3cc(C(C)C)ccc3o2)cc1NC(=O)c1cc([N+](=O)[O-])ccc1N1CCOCC1	-4%
Cn1c(=O)cc(SCC(=O)N2CCN(c3ccccc3F)CC2)c2cc(Cl)ccc21	1%
Other compounds follow:
SMILES	Tb PYK inh
CCC(=O)Nc1ccc(C)cc1-c1nc2ccccc2n(C(C)C(=O)Nc2ccccc2CC)c1=O (stereo unspecified)	5%
CCN(CC)C(=O)C1CCN(S(=O)(=O)c2ccc3c(c2)CCCN3C(C)=O)CC1	3%
CCC(C)[C@H]1CNC(=O)C(=O)N1CCCCC1CCCCC1 (stereo partly specified)	7%
COc1cc(NC(=O)CCc2c(C)nn(-c3ccc(N4CCCCC4)nn3)c2C)cc(OC)c1OC	-5%
CC(C)CC1C(=O)N(Cc2cn(CCC3OCCO3)nn2)CCS(=O)(=O)N1Cc1ccc(-c2ccccc2)cc1 (stereo unspecified)	0%
CCOC1=C2CN(S(=O)(=O)c3ccc(C)cc3)[C@H](c3cccs3)C[C@H]2[C@H]2C(=O)N(c3ccccc3)C(=O)[C@H]2C1	5%
O=C(CCC1N=C2c3ccccc3N=C(SCc3ccc(F)cc3)N2C1=O)NCc1cccs1 (stereo unspecified)	7%
O=C(Nc1cccc(F)c1)N1CCC2(CC1)CCN(C(=O)c1ccncc1)CC2	-9%
COc1ccc(S(=O)(=O)NCC(c2ccc(N(C)C)cc2)N2CCCC2)cc1 (stereo unspecified)	-4%
COc1cccc(CNS(=O)(=O)c2ccc(-c3cc(C(F)(F)F)on3)s2)c1	4%
COCCCNC(=O)CSc1nc(-c2cccc(F)c2)[nH]c1-c1ccccc1	3%
CCCCNc1nc2c(c(=O)n(Cc3ccc(Cl)cc3)c(=O)n2C)n1C	1%
COc1ccc(OC)c2sc(N3CCN(C(=O)c4ccc5c(c4)CCCC5)CC3)nc12	-3%
COc1ccc(-c2cc(C)no2)cc1S(=O)(=O)NCc1cccs1	-12%[15.4 µM]
O=C(NC1(C(F)(F)F)N=C(c2ccccc2)N(C2CCCCC2)C1=O)c1ccccc1F (stereo unspecified)	3%
CC1OC(CCc2cccc(Cl)c2)Cc2[nH]c(=S)[nH]c(=O)c21 (stereo unspecified)	5%
O=C(OCc1cn([C@@H]2CN(C(=O)c3cccs3)[C@@H](c3ccc(Cl)cc3)C[C@H]2O)nn1)c1ccccc1	-9%
CCOC(=O)Cn1c(=O)oc2cc(S(=O)(=O)N3CCN(c4cccc(Cl)c4)CC3)ccc21	-9%
Cc1ccc(-c2nnn3c2nc(NCCc2ccccc2)c2ccccc23)cc1	-11%
COc1ccc(-c2cc(C(F)(F)F)nc(SCCC(=O)Nc3ccccc3F)n2)cc1	4%
O=S(=O)(Nc1ccc(Br)cc1)c1ccc2nc(-c3ccccc3)[nH]c2c1	-2%
O=C(NCc1ccco1)c1ccc2sc([C@@H]3O[C@H](CO)[C@@H](O)[C@H]3O)nc2c1	-2%
COC(=O)c1ccc(Nc2ncnc3c2cnn3C)cc1	-2%
CC(=O)N1CCC2(CCCN(C(c3ccccc3)c3ccccc3)C2)CC1	0%
CC1(C)CNC(=S)N1Cc1ccccc1	2%
COc1ccc(NC(=O)Cc2csc(COc3cccc(C)c3)n2)cc1OC	-7%
CC1C(=O)N(Cc2cn(CCC3OCCO3)nn2)CCS(=O)(=O)N1Cc1ccc(-c2ccncc2)cc1 (stereo unspecified)	9%
Cc1ccc2c(c1)cc(C(=O)NCc1ccc(F)cc1)n2C	14%
COc1ccc(CNC(=O)c2cnn(-c3ccc(F)cc3)c2-n2cccc2)cc1	-4%
CCOC(=O)c1c(C)[nH]c(CCC(=O)Nc2c(C)cccc2CC)c1C	-5%
CCN(C(=O)CSc1nc2ccccc2n1CC(=O)Nc1cccc(C#N)c1)c1ccccc1	1%
CC(=O)NC(C)(c1ccccc1)c1nc(/C=C/c2ccccc2)cs1 (stereo unspecified)	3%
CCc1ccccc1NC(=O)CSc1nc(-c2ccccc2OC)nc2c1Cc1c(CO)cnc(C)c1O2	7%
COc1ccc(OC)c(CNC(=O)c2cc3ccc4cccnc4c3[nH]2)c1	-13%
COC(=O)c1ccccc1NC(=O)Cn1c(=O)n(-c2ccc(C)cc2)c(=O)c2ccccc21	2%
CC(C)N(C)c1ncnc2c1ncn2[C@H]1CN(Cc2ccc3c(c2)OCO3)C[C@@H](CO)O1	-6%
CCOC(=O)N1CCc2c(sc3c2c(=O)n(-c2ccc(Cl)cc2)c(=O)n3Cc2cccc(C)c2)C1	-1%
CNC[C@H]1OCc2ccccc2-c2ccccc2C(=O)N([C@H](C)CO)C[C@H]1C	-8%
CCCCc1ccc(-c2nn[nH]n2)nc1	-8%
CC(=O)Nc1cccc(-c2ccnc3c2CC(C)(C(=O)NCCC(F)(F)F)O3)c1 (stereo unspecified)	-12%
CC(C)(C)OC(=O)N1CCC(c2c(C(=O)NCc3ccccn3)cnn2-c2ccc(F)cc2)CC1	0%
CCOc1ccc(CNCc2c(C(=O)O)n(Cc3ccc(OC)cc3)c3ccccc23)cc1	1%
COc1ccc(S(=O)(=O)NCC(c2ccco2)S(=O)(=O)c2cccs2)cc1C (stereo unspecified)	-4%
COc1ccc(OC)c(NC(=O)Nc2nnc([C@H]3C[C@H](O)[C@@H](CO)O3)s2)c1	-3%
COCCn1c(=O)c(-c2cccs2)nc2cnc(Oc3cccc(Cl)c3)nc21	-2%
Cc1ccc(-n2ncc(C(=O)Nc3c(Cl)cccc3Cl)c2C2CCNCC2)cc1	-1%

Screening results: PubChem BioAssay, National Center for Advancing Translational Sciences (NCATS)
